CHO-K1 Ca antag = M1 antagonist counterscreen hit in parental CHO-K1 cells; ATP-induced calcium, Fluo-8 fluorescence; inhibition, % at 3 µM; 360,000 compounds, 0.6% hits;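 active = inhibition above a per-plate cutoff, the plate's mean sample inhibition plus 3 SD, cut at about 24% in these data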;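 note: 0% = DMSO plus EC80 ATP and 100% = DMSO alone without ATP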
CHRM1 antagonist = antagonists of human M1 muscarinic receptor; CHO-K1 hM1, Fluo-8 calcium fluorescence, ACh EC80 antagonist; 360,000 compounds, 1.3% hits; inhibition, % at 3 µM; AID 588852;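 active = percent inhibition above its own plate's cutoff, namely the mean of that plate's compound wells plus 3 SD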;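 note: peak over basal fluorescence ratio during 140 s after agonist addition; 0% = ACh EC80 plus DMSO and 100% = DMSO alone without agonist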
Target sequence (P11229 whole entry, looked up): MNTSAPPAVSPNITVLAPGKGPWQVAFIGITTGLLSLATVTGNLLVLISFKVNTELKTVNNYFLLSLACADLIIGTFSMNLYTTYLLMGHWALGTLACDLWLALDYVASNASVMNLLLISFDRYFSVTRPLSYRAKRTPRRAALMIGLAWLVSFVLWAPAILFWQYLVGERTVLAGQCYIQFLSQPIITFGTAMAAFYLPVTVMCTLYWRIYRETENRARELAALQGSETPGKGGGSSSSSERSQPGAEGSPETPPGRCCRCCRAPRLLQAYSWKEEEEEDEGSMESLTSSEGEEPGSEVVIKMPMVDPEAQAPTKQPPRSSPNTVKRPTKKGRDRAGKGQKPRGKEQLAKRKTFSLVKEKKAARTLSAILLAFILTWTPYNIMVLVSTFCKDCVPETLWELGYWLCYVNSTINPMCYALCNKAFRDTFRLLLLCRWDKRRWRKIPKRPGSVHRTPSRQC
M1 ag = human M1 muscarinic receptor agonism; 360,000 compounds, 0.33% hits; activation, % at 3 µM; P11229; CHO-K1 hM1, Fluo-8 calcium fluorescence, agonist mode; 0% DMSO, 100% acetylcholine EC100;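 active = activation above the run's mean compound activation plus 3 SD, cut at about 16% in these data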;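 note: peak over basal fluorescence ratio within a 140 s kinetic read after compound addition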
CHO-K1 Ca ag = M1 agonist counterscreen hit in parental CHO-K1 cells. Fluo-8 calcium fluorescence; scaled to maximal ATP response, vehicle zero. activation, % at 3 µM. 360,000 compounds, 0.48% hits. AID 602248; in the data active = activation above about 15%;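 note: untransfected CHO-K1 host cells lacking M1 receptor as counterscreen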
CHO parental Ca = counter-screen for OX1R antagonists: effect in parental CHO cells. inhibition, % at 5.6 µM. 330,000 compounds, 0.63% hits. parental CHO-K1, ATP-induced calcium, Fluo-8 fluorescence. AID 463079;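 active = inhibition above that plate's mean sample inhibition plus 3 SD, cut at about 26% in these data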;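 note: 0% = ATP-challenged DMSO wells and 100% = DMSO wells without ATP; some compounds past the cut are filed as inactive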
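Assay system: parental CHO cells; Read-out basis: percent inhibition of ATP-evoked calcium rise, normalized to controls; Benchmarks: ATP and no-ATP DMSO wells; Compound dosing: single nominal dose of 5.6 µM per compound; Signal: Fluo-8 calcium dye fluorescence; Also added: ATP as calcium-mobilizing challenge; Repeats: singlicate.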
M1 PAM parental = counter-screen for M1 PAMs: effect in parental CHO-K1 cells; ATP EC20, Fluo-8 calcium fluorescence; 0% at ATP EC20, 100% at ATP max; activation, % at 3 µM; 360,000 compounds, 0.02% hits;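 active = activation above the run cutoff, the mean activation of all test compounds plus 3 SD, cut at about 40% in these data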;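 note: peak over basal fluorescence ratio in a 140 s read after ATP addition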
TAAR1 ag = human TAAR1 agonism; 360,000 compounds, 0.99% hits; activation, % at 3 µM; AID 624467; CHO RD-HGA16 TAAR1, Fluo-8 calcium fluorescence; vehicle wells 0%, saturating PEA agonist 100%;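 active = activation above the mean activation of all test compounds in the run plus 3 SD, cut at about 38% in these data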
Target sequence (Q96RJ0 whole entry, looked up): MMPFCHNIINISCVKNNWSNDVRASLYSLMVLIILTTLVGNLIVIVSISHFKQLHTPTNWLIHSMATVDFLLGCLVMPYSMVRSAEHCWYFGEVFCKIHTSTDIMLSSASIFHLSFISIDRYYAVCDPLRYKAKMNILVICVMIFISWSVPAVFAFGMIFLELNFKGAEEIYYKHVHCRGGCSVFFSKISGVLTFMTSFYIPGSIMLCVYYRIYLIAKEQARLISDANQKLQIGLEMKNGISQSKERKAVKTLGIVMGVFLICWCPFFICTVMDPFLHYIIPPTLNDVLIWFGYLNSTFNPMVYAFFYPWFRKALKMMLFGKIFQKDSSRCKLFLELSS
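Signal – calcium-sensitive Fluo-8 signal, excitation 470-495, emission 515-575 nm · System – RD-HGA16 (CHO) cells co-expressing Gα16 and hTAAR1 · Incubation – 17-24 h seeding, 75 min 37 °C dye, 30 min RT · Compound dosing – 3 µM single concentration · Repeats – no replicates (n 1)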
CHRM1 PAM = positive allosteric modulators of human M1 muscarinic receptor | P11229 | CHO-K1 hM1, Fluo-8 calcium fluorescence, ACh EC20; 0% = ACh EC20, 100% = maximal ACh | activation, % at 3 µM | 360,000 compounds, 0.088% hits | AID 588819; in the data active = activation above about 19%, passing the limit was not always enough
TAAR1 antag = human TAAR1 antagonism; Q96RJ0; CHO RD-HGA16 TAAR1, Fluo-8 calcium fluorescence, antagonist; inhibition, % at 3 µM; 360,000 compounds, 1.5% hits;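 active = inhibition above a per-plate cutoff, the mean inhibition of test compounds on that plate plus 3 SD, cut at about 49% in these data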;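 note: 0% = DMSO plus EC80 beta-PEA response and 100% = DMSO alone without agonist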
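Material: CHO RD-HGA16 cells bearing hTAAR1; compound dosing: one-point dosing, 3 µM nominal final; schedule: dye loading 75 min at 37 °C, then 30 min room temperature; measured by: calcium fluorescence with Fluo-8; control set: vehicle and agonist controls; replication: n of 1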
Active calls of the source: *; . = not tested or not shown.

SMILES	CHO-K1 Ca antag	CHRM1 antagonist	M1 ag	CHO-K1 Ca ag	CHO parental Ca	M1 PAM parental	TAAR1 ag	CHRM1 PAM	TAAR1 antag
COC(=O)c1ccc(Cl)c(NC(=O)CSc2ncn[nH]2)c1	-6	-13	-3	-0.1	-9	18	7	7	-13
Cc1ccc(S(=O)(=O)N2CCN(C(=O)COC(=O)c3c(C)cc(C)cc3C)CC2)c(C)c1	-17	1	-3	1.7	-21	19	1	0	-19
CC(C)C(O)C1CCN(Cc2nc(-c3cccs3)no2)CC1 (stereo not given)	9	-6	-8	0.1	-3	-5	0	1	18
CC(NC(=O)C(c1ccccc1)c1ccccc1)c1ccccc1 (stereo not given)	6	0	-5	-0.3	-12	-11	1	5	-55
COc1cc(S(=O)(=O)N2CCOCC2)ccc1NC(=O)COc1ccc(N(C)S(=O)(=O)c2ccc(C)cc2)cc1	-12	7	-3	1.8	-1	14	13	-1	12
COc1ccccc1CNC(=O)C1CC(c2ccc([N+](=O)[O-])cc2)=NO1 (stereo not given)	-17	0	-3	-0.2	-6	13	2	1	10
COc1cc(CSc2nnnn2-c2ccc(C)cc2)cc(OC)c1OC	21	31	-7	11	0	4	0	-16	-10
COc1ccc(NC(=O)N(C)C[C@H]2Oc3ccc(NC(=O)NC(C)C)cc3C(=O)N([C@H](C)CO)C[C@@H]2C)cc1	4	3	2	-0.8	-13	-6	5	2	3
CN(C)S(=O)(=O)c1ccc(Cl)c(NC(=O)CN2CCC(Cc3ccccc3)CC2)c1	-15	15	-3	1.2	2	-4	3	-4	-18
CSc1cccc(NCc2ccc([N+](=O)[O-])cc2)c1	-3	1	-11	0.2	8	15	4	1	16
Cn1nc(C(C)(C)C)cc1C(=O)Sc1cccc(Br)c1	7	-6	3	6.2	-9	7	0	7	-29
CC(C)C(c1nnnn1Cc1ccc(F)cc1)N1CCN(c2ccc(O)cc2)CC1 (stereo not given)	3	16	-7	4.2	-7	9	11	-6	-6

Full records from above. Order of values: CHO-K1 Ca antag | CHRM1 antagonist | M1 ag | CHO-K1 Ca ag | CHO parental Ca | M1 PAM parental | TAAR1 ag | CHRM1 PAM | TAAR1 antag
COC(=O)c1ccc(Cl)c(NC(=O)CSc2ncn[nH]2)c1 is listed as -6 | -13 | -3 | -0.1 | -9 | 18 | 7 | 7 | -13
CN(C)S(=O)(=O)c1ccc(Cl)c(NC(=O)CN2CCC(Cc3ccccc3)CC2)c1 is listed as -15 | 15 | -3 | 1.2 | 2 | -4 | 3 | -4 | -18
CC(C)C(O)C1CCN(Cc2nc(-c3cccs3)no2)CC1 (stereo not given) is listed as 9 | -6 | -8 | 0.1 | -3 | -5 | 0 | 1 | 18
COc1cc(CSc2nnnn2-c2ccc(C)cc2)cc(OC)c1OC is listed as 21 | 31 | -7 | 11 | 0 | 4 | 0 | -16 | -10
COc1ccccc1CNC(=O)C1CC(c2ccc([N+](=O)[O-])cc2)=NO1 (stereo not given) is listed as -17 | 0 | -3 | -0.2 | -6 | 13 | 2 | 1 | 10

Next section.
SMILES	CHO-K1 Ca antag	CHRM1 antagonist	M1 ag	CHO-K1 Ca ag	CHO parental Ca	M1 PAM parental	TAAR1 ag	CHRM1 PAM	TAAR1 antag
COc1cc(C(=O)NCCOc2cccc3cccnc23)cc(OC)c1OC	-20	-14	-4	3.1	2	15	20	8	74*
C=CCN1C(=O)C(CC(=O)Nc2ccccc2)SC1=Nc1c(C)n(C)n(-c2ccccc2)c1=O (stereo not given)	6	-12	1	-0.1	-8	6	2	11	-3
C[C@]12CCC(=O)C=C1[C@H](O)C[C@@H]1[C@@H]2[C@@H](O)C[C@@]2(C)[C@H]1CC[C@]2(O)C(=O)CO	33*	-25	-2	2.2	-18	-8	0	0	6
COc1ccc(Cl)cc1NCC(=O)Nc1ccc(OC)c(S(=O)(=O)N2CCCCC2)c1	-21	7	0	1.5	-14	-9	14	-5	-10
COc1ccc(-c2[nH]c(-c3ccc(C)cc3)nc2SCC(=O)Nc2nccs2)cc1	-1	15	-11	2.5	-12	12	4	-11	18
Cc1cc(C)n(-c2ccc(C(C)C)cc2)c(=O)c1C#N	-9	6	-10	0.5	-6	27	7	-9	-5
Cc1nnsc1C(=O)N1CCN(c2cc(C(F)(F)F)ccn2)CC1	-9	-8	-4	2.7	-11	21	1	0	6
CCOC(=O)C1(Cc2cccc(OC)c2)CCN(C(C)CC(C)(C)O)CC1 (stereo not given)	-9	-9	-7	13	-23	21	2	7	-25
COc1ccc(OC)c(CN2CCN(Cc3ccc(OC)c(OC)c3OC)CC2)c1	-1	-12	-8	-0.2	.	-5	2	4	1
c1ccc(CNc2cccnc2)cc1	-3	-5	-7	0.6	.	4	1	-1	-12
N=C1/C(=C/c2ccc(Br)o2)C(=O)N=C2SC(CC(=O)N3CCCC3)=NN12	-13	-3	-1	1.3	-9	16	1	5	-9
c1ccc(-c2noc(-c3cccs3)n2)nc1	-4	5	-4	0.2	2	-4	.	-2	.

Printed as active in TAAR1 antag, of those listed so far:
mol | CHRM1 antagonist | M1 ag | CHRM1 PAM | TAAR1 antag
COc1cc(C(=O)NCCOc2cccc3cccnc23)cc(OC)c1OC | -14 | -4 | 8 | 74*

The results go on.
SMILES	CHO-K1 Ca antag	CHRM1 antagonist	M1 ag	CHO-K1 Ca ag	CHO parental Ca	M1 PAM parental	TAAR1 ag	CHRM1 PAM	TAAR1 antag
Cn1cccc1/C=N/n1c(-c2ccc(Cl)cc2)n[nH]c1=S	-16	-1	0	0.6	-12	6	22	-6	-6
COc1cc(CNc2ccc3[nH]c(=O)[nH]c3c2)ccc1OCc1ccc(F)cc1	-13	-7	-1	1.8	-9	14	3	-1	5
CS(=O)(=O)N(CC(=O)N1CCOCC1)c1ccc2c3c(cccc13)CC2	-3	-6	-2	0.0	-14	6	4	7	5
O=S(=O)(Nc1ccc(-n2cnnn2)cc1)c1ccc(F)c(F)c1F	-22	-4	-2	0.7	-3	24	2	3	-12
O=C(C1=C(O)C(=O)N(CCN2CCOCC2)C1c1ccco1)c1cc2ccccc2o1 (stereo not given)	-8	-16	-2	1.6	1	15	1	5	-16
COc1cccc(CNc2nc3cc(-c4ccc(C(=O)N5CCN(C)CC5)cc4)sc3c(=O)n2C)c1	7	-23	2	0.8	.	5	1	18	-6
O=C(Cc1ccc(O)cc1)NCCNC(=S)NCc1ccccc1	-12	-7	-3	0.9	-15	19	11	6	7
Cc1cnccc1CN(C)C(=O)C1CCC(=O)N(Cc2ccccc2F)C1 (stereo not given)	-6	-3	-4	0.5	-8	7	1	5	-24
COc1ccc(-c2nc3cc(C)ccn3c2NCc2ccc3c(c2)OCO3)cc1	-5	10	-11	3.7	-16	5	2	-11	5
COc1cc(C(C(=O)NC(C)(C)C)N(C(=O)CNC(=O)c2cccs2)c2ccccc2)cc(OC)c1OC (stereo not given)	-11	-13	-3	0.4	-2	-8	-1	2	-2
CCOc1ncccc1C(=O)NCCc1c[nH]c2ccccc12	-13	-2	-2	3.8	-14	22	-1	2	-9
CCOC(=O)c1cc(=O)cc(C(=O)OCC)o1	3	-1	-4	1.6	-4	17	5	5	15
Cc1nc2sc(C(c3cccs3)N3CCN(Cc4ccccc4)CC3)c(O)n2n1 (stereo not given)	15	-17	-4	0.5	-22	-4	3	14	-3
O=C(COC(=O)c1cc(=O)[nH]c2ccccc12)Nc1ccc(F)cc1	-12	-10	0	0.3	-9	11	2	-1	12
COC(=O)c1scc(C)c1NC(=O)C(Cl)c1ccccc1 (stereo not given)	3	7	-6	-0.2	-15	-7	6	-6	-5
Cc1c(/C=N\NC(=O)c2ccc([N+](=O)[O-])cc2)cnn1C	11	0	-6	-0.3	-5	-10	0	3	17
CCOc1ccccc1C(=O)N/N=C/c1coc2ccc(Cl)cc2c1=O	-1	-10	-3	0.4	.	0	-2	6	-16
O=C1C(Cl)=C(NCC2CCCO2)C(=O)N1Cc1ccccc1 (stereo not given)	-5	-3	-3	0.2	-18	5	7	2	7
COc1cc(C(=O)NCC(=O)OCn2nnc3ccccc3c2=O)cc(OC)c1OC	-8	3	-3	3.4	-27	10	1	-2	19
c1ccc(COn2c(-c3ccccc3)nc3c2CCc2nonc2-3)cc1	4	-19	-3	0.1	-13	4	2	5	-1
Oc1ccc2[nH]cnc2c1CN1CCCCC1	-1	-5	-4	0.1	-8	-1	-2	3	3
COc1ccc(C2SCC(=O)N2c2c(C)n(C)n(-c3ccccc3)c2=O)c(OC)c1 (stereo not given)	-3	-18	1	0.8	-11	7	5	14	3
CC(C)(C)C(=O)NC(=S)Nc1cc(C(F)(F)F)ccc1N1CCOCC1	-1	-7	-1	1.1	-26	19	2	5	-27
O=C(CSc1ncn[nH]1)N1N=C2/C(=C/c3ccccc3)CCCC2C1c1ccccc1 (stereo not given)	7	5	-4	0.5	-29	12	4	-2	2
CC(C)OC(=O)NCCOC(=O)Nc1ccccc1Cl	-23	-16	-4	1.0	4	24	11	11	-19
Cc1cc(C)nc(OC(=O)c2c(Cl)cc(Cl)cc2Cl)n1	-6	-16	-13	0.2	-13	19	-1	16	-22
COc1ccc(Br)cc1CNC(=O)Nc1cccs1	4	-7	-5	0.2	-14	15	1	4	5
Cc1cc(Cl)ccc1NC(=O)COC(=O)c1cc([N+](=O)[O-])ccc1N1CCOCC1	2	-1	-6	1.6	-10	12	0	-2	8
CCOC(=O)CN(C(=O)CSc1nnc(CNc2ccc(C)cc2C)o1)c1ccccc1	4	-7	-3	5.2	-15	4	2	4	18
Cc1ccc(NC(=O)CN(C)C(=O)c2sc3cc(Cl)ccc3c2Cl)cc1	-7	-12	-3	0.8	-29	20	1	9	-17
O=C(Nc1ccc(NC(=O)C2CCCCC2)cn1)c1ccco1	4	-13	2	0.1	-33	13	6	5	-14
CC(=O)Oc1ccc(OC(C)=O)c(SCCCCCCl)c1	-7	-8	-6	1.9	.	15	14	3	-25
O=C(NCc1ccc(F)cc1)C(=O)NCC1OCCCN1S(=O)(=O)c1cccs1 (stereo not given)	-16	-15	-1	1.5	-22	17	1	16	-9
O=C(C[n+]1ccccc1)N/N=C/c1ccc(F)cc1	-9	6	-9	3.5	-2	19	2	1	-14
Cc1ccc(Cn2c(C(C)Nc3nc(-c4ccc(F)cc4)cs3)nc3cc(C(=O)NCCCO)ccc32)cc1 (stereo not given)	-12	-3	-6	-0.2	-23	10	0	11	-14
Cc1c(C(=O)NC(C)CCc2ccccc2)cccc1[N+](=O)[O-] (stereo not given)	5	27	-1	3.9	-9	12	7	-12	12
Cc1ccc(CCNC(=O)C2CCCN(S(=O)(=O)c3cccs3)C2)cc1 (stereo not given)	-19	-13	-3	4.1	-11	6	15	-5	-8
CCCn1c(Nc2ccccc2)nc2ccccc21	5	-12	-5	-0.1	-23	-3	0	-2	8
COc1ccc(NC(C)C(=O)N/N=C/c2ccc([N+](=O)[O-])s2)cc1 (stereo not given)	-4	1	-6	2.8	-22	16	3	8	9
O=C(Nc1ccc(N2CCOCC2)cc1)c1ccc(-c2ccccc2[N+](=O)[O-])o1	-6	9	-4	2.3	-12	-1	19	-9	27
CC(C)(C)C(=O)Nc1sc2c(c1C#N)CCC2	12	-1	-14	1.0	-7	-8	-2	-2	7

Compound activity (PubChem)
